KCNK9 inh = blocks the human KCNK9 two-pore domain potassium channel; Q9NPC2; HEK293 KCNK9, FluxOR thallium flux fluorescence; active compounds read low; B-score at 10 µM; 310,000 tested, 1.2% active; AID 488922;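 active means ratio B-score over 3 SD below the library mean, with starting fluorescence within 5 SD of its mean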;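 further: negative B-score means less thallium flux so channel inhibition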
KCNQ1 act = potentiates or activates the human KCNQ1 potassium channel | CHO-K1 KCNQ1, thallium flux FluxOR fluorescence; active compounds read high | AID 2648 | 310,000 tested, 0.35% active | B-score at 10 µM | P51787;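 active means fluorescence ratio B-score, a plate-corrected score, at least three library SD, with initial intensity B-score within 5 SD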
Target sequence (P51787 whole entry, looked up): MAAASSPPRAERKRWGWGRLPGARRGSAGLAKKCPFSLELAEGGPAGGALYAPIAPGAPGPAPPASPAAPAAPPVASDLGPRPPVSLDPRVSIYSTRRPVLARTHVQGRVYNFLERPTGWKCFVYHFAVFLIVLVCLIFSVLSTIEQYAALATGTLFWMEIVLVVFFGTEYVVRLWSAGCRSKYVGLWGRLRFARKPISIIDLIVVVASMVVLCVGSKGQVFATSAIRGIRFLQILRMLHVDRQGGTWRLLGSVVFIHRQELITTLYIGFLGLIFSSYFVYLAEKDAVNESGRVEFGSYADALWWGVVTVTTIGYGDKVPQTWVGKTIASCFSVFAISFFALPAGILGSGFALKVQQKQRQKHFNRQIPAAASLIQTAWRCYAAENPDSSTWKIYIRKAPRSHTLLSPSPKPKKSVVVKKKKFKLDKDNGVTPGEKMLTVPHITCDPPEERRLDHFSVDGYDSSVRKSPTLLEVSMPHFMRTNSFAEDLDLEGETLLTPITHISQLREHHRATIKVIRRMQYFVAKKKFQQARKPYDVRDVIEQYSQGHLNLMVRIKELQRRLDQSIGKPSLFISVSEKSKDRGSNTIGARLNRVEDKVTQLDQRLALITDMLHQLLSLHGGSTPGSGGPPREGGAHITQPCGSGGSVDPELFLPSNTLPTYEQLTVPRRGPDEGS
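Assay system: CHO-K1 cells stably expressing KCNQ1; Medium: assay buffer with matched DMSO; Also added: K+/Tl+ depolarizing stimulus; Dosing: single dose; Timing: dye 90 min, compound 20 min, room temperature; Measured by: kinetic FluxOR thallium fluorescence, 10-s 1-Hz baseline, 110-s post-stimulus read; Read-out: peak-minus-minimum fluorescence over initial fluorescence, negative-control normalized, B-scored.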
HDAC3 inh = human HDAC3 inhibition | O15379 | recombinant HDAC3, fluorogenic peptide/trypsin coupled, fluorescence | inhibition, % at 8.3 µM | 320,000 tested, 0.15% active | AID 2718; in the data active means inhibition above about 26%, passing the limit was not always enough; inconclusive means no clear call, values can overlap the other calls
Dyrk1A ADPGlo = Dyrk1A (rat) kinase inhibition. inhibition, % at 12.5 µM. Q63470. AID 504441. ADP-Glo luminescence, NFATc1 peptide. 310,000 tested, 0.43% active; in the data active means inhibition above about 50%;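 further: plate controls were vehicle with enzyme for no effect and no enzyme for full effect; many of its hits are not listed in these tables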
hERG rescue = shields human hERG channel from block by proarrhythmic agents | Q12809 | CHO-hERG, FluxOR thallium flux, dofetilide IC70 present | activation (rescue from dofetilide block), less the hit threshold, % at 10 µM | 310,000 tested, 0.51% active;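 active means activation above the mean of controls blocked by dofetilide plus 5 SD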;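 further: thallium influx through hERG after potassium depolarization seen as dye fluorescence rise; in these data hits start at about 4.7%; inactives centre near -7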
ANO1 activ = mouse TMEM16A channel activation, primary screen. HEK293 TMEM16A/YFP-H148Q/I152L, iodide quench fluorescence; active compounds read low. 340,000 tested, 0.3% active. B-score at 10 µM. Q8BHY3;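 active means fluorescence-ratio B-score plate-corrected deviation score at least 3 library SD below zero, with starting fluorescence score within 5 deviations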;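 further: channel opened by trigger with iodide after compound preincubation; score built on the fluorescence ratio of max minus min over baseline; more negative score means more quench and so TMEM16A activation or potentiation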
KCNQ1 block = inhibitors of human KCNQ1 potassium channel; P51787; CHO-K1 KCNQ1, FluxOR thallium flux fluorescence; active compounds read high; B-score at 10 µM; 310,000 tested, 1.3% active; AID 2642;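 active means compounds whose thallium flux B-score, printed positive for inhibition, exceeds three library SD while starting fluorescence stays within three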;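 further: channel opened by potassium depolarization with thallium stimulus after 20 min compound exposure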
TMEM16A inh = blocks the mouse calcium-activated chloride channel TMEM16A. Q8BHY3. HEK293 TMEM16A/YFP iodide influx fluorescence, ionomycin. normalized B-score (activity score, 25-100; higher = stronger inhibition) at 10 µM. 310,000 tested, 1.2% active;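 active means ratio plate-corrected score three or more library SD toward inhibition, starting fluorescence score within five deviations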;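 further: score derived from kinetic fluorescence span divided by baseline fluorescence per well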
KCNK3 inh = human KCNK3 channel inhibition, primary screen | CHO-KCNK3 thallium flux, FluxOR fluorescence; active compounds read low | O14649 | B-score at 10 µM | AID 602410 | 340,000 tested, 0.84% active;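 active means B-score under library mean minus 4 SD, starting fluorescence ratio at most library mean plus 5 SD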;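 further: more negative B-score means stronger inhibition of thallium flux through KCNK3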
Target sequence (O14649 whole entry, looked up): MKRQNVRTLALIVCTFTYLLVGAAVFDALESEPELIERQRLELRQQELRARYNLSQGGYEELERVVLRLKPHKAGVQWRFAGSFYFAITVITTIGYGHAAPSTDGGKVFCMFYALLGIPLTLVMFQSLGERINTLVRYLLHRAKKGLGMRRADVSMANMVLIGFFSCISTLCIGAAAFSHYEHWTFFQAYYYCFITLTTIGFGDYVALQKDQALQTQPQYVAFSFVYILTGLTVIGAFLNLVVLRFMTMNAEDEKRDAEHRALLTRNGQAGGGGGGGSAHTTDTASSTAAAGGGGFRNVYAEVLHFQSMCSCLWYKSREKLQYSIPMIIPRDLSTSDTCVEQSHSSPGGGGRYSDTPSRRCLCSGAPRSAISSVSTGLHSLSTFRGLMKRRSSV
TRPC4 act = opens the mouse TRPC4 cation channel; HEK293 TRPC4beta/mu-opioid, Fluo4 calcium fluorescence; active compounds read high; B-score at 10 µM; 310,000 tested, 0.49% active;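 active means B-score above 5 SD of library B-scores, and initial fluorescence ratio not above library mean plus 5 SD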;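 further: positive B-score marks a calcium rise read as TRPC4 activation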
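Assay system: HEK293 stable line with TRPC4beta plus mu-opioid receptor; schedule: 45 min room-temperature Fluo4 loading, 110 s read; technique: kinetic Fluo4 calcium fluorescence; evaluation: integrated baseline-normalised fluorescence ratio, converted to per-well B score; controls: buffer (low) and maximal DAMGO (high)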
TRPC4 potent = allosteric potentiators of mouse TRPC4 channel; Q9QUQ5; HEK293 TRPC4beta/mu-opioid, DAMGO EC20, Fluo-4 Ca2+ flux; active compounds read high; B-score at 10 µM; 310,000 tested, 0.42% active;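 active means B-score of calcium response area above 5 SD of library B-scores, with initial fluorescence ratio within 5 SD of library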;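 further: B-score of integrated fluorescence ratio over time as area under calcium response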
An asterisk follows results filed as active; i = inactive; ? = inconclusive; . = not tested or not shown. Not all compounds are listed, so the mix of outcomes need not match the whole.

SMILES	KCNK9 inh	KCNQ1 act	HDAC3 inh	Dyrk1A ADPGlo	hERG rescue	ANO1 activ	KCNQ1 block	TMEM16A inh	KCNK3 inh	TRPC4 act	TRPC4 potent
Nc1ccc(N2CCOCC2)c(S(=O)(=O)Nc2cc(Cl)ccc2Cl)c1	i	i	-7	-3	-11	i	i	i	i	i	i
O=C(N/N=C/c1ccccc1)C(O)c1ccccc1 (centres undefined)	i	i	1	-1	-6	i	i	i	i	i	i
O=[N+]([O-])c1ccc2nc(-c3ccccc3)cc(-c3ccccc3)c2c1	i	i	-16	-5	-7	i	i	i	i	i	i
CCOc1ccc(C(=O)Nc2ccc(C(=O)N3CCOCC3)cc2)c(OCC)c1	i	i	1	3	-4	i	i	i	i	i	i
NS(=O)(=O)c1ccc(NC(=O)COC(=O)C2CC(=O)N(Cc3ccccc3)C2)cc1 (centres undefined)	i	i	1	-5	-15	i	i	i	i	i	i
Cc1ccc(C(=O)Nc2cccc(C(=O)N3CCN(C)CC3)c2)cc1	i	i	4	-4	-8	i	i	i	i	i	i
COc1ccc(OC)c(NC(=O)Cc2csc(NC(=O)Nc3ccccc3OC)n2)c1	i	i	11	11	-13	i	i	i	i	i	i
Cc1cc(C(=O)N[C@@H](c2ccccc2)[C@]2(C)C[C@H]2[C@@H](C)C(=O)Nc2ccc3ccccc3c2)no1	i	i	6	0	-13	i	i	i	i	i	i
COc1cc2c(=O)n(CC3CCCO3)c(=O)n(CC(=O)Nc3ccccc3)c2cc1OC (centres undefined)	i	i	-5	0	-21	i	i	i	i	i	i
O=C(CNC(=O)c1ccc(S(=O)(=O)N2CCCC2)cc1)N/N=C/c1c(Cl)cccc1Cl	i	i	7	-1	-8	i	i	i	i	i	i
CCOc1ccc(-c2nc(CN3CCCCC3CCn3cccn3)c(C)o2)cc1 (centres undefined)	i	i	-6	7	-12	i	i	i	i	i	i
C/C(=N\NC(=O)c1ccncc1)c1cccs1	i	i	.	.	-8	i	i	i	i	i	i
Cc1ccc(N2C(=O)N(CC(=O)c3cc(C)ccc3C)C(=O)C2C)cc1 (centres undefined)	i	i	11	-4	-8	i	i	i	i	i	i
COc1ccc(CCC(=O)Nc2ccc(Cn3ccnc3)cc2)cc1	i	i	1	0	-7	i	i	i	i	i	i
C=CCNC(=O)c1c2c(nc3ccccc13)-c1ccccc1CC2	i	i	-3	2	-13	i	i	i	i	i	i
COc1ccc(OC)c(NC(=O)Cn2cc(C(=O)c3ccco3)c3ccccc32)c1	i	i	15	-1	2	i	i	i	i	i	i
Cc1ccccc1N=C/C=C1\N(C)c2ccccc2C1(C)C	i	i	6	3	-16	i	i	i	i	i	i
O=C(O)CCc1ccc(-c2ccc(Cl)cc2)n1Cc1ccco1	i	i	-1	14	-6	i	i	i	i	i	i
O=C(COc1ccc(S(=O)(=O)Nc2cccc(C(F)(F)F)c2)cc1)N1CCOCC1	i	i	2	2	-15	i	i	i	i	i	i
Cn1c(=O)c2sccc2n(CC(=O)NCCC2=CCCCC2)c1=O	i	i	-1	6	-9	i	i	i	i	i	i
Cn1c(C(=O)N2CCC(C(N)=O)CC2)cc2cc(Cl)ccc21	i	i	-9	3	-5	i	i	i	i	i	i
CS(=O)c1ccc(-n2c(=O)n(Cc3ccccc3)c(=O)c3[nH]cnc32)cc1 (centres undefined)	i	i	5	-5	-5	i	i	i	i	i	i
CN1C(=O)N(C)C2(c3ccccc3)N(C(C)(C)C)C(=O)NC12c1ccccc1 (centres undefined)	i	i	0	-4	-10	i	i	i	i	i	i
CN(Cc1ccccc1)C(=O)c1oc(=O)c2ccccc2c1-c1ccccc1	i	i	14	-1	-14	i	i	i	i	i	16*
CC1CCCC(NC(=O)CN2C(=O)COc3ccccc32)C1C (centres undefined)	i	i	3	-1	-7	i	i	i	i	i	i
O=C1CSC(c2ccccn2)N1c1ccc(F)cc1F (centres undefined)	i	i	0	.	-4	i	i	i	i	i	i
CCOC(=O)CNC(=O)c1sc(NC(=O)c2ccccc2F)nc1C	i	i	-10	-2	0	i	i	i	i	i	i
c1ccc(CSc2nnc(SCc3ccccn3)s2)nc1	i	i	0	-2	-11	i	i	i	i	i	i
CCCNC(=O)c1cc(OC)c(OC)cc1[N+](=O)[O-]	i	i	2	-8	-1	i	i	i	i	i	i
O=S(=O)(NNc1ccc(F)cc1F)c1cccc(Cl)c1	i	i	1	-1	-3	i	i	i	i	i	i
CC1C(=O)C(C)C(c2cccs2)NC1c1cccs1 (centres undefined)	i	i	7	6	-22	i	i	i	i	i	i
O=C(N1CCN(c2ccc(F)cc2)CC1)C1(c2cccs2)CCOCC1	i	i	3	2	-11	i	i	i	i	i	i
NC(=O)C1CCCN(C(=S)NCc2ccc3c(c2)OCO3)C1 (centres undefined)	i	i	1	-1	-9	i	i	i	i	i	i
CCOC(=O)CNC(=O)c1ccccc1Br	i	i	-3	4	-4	i	i	i	i	i	i
Cc1ccc2c(c1)C1NC(=S)NC(C)(O2)C1C(=O)Nc1ccc(Cl)cc1 (centres undefined)	i	i	-1	-8	-3	i	i	i	i	i	i
CCCCCCn1c(N2CCC(C(N)=O)CC2)nc2c1c(=O)[nH]c(=O)n2C	i	i	-2	8	-2	i	i	i	i	i	i
C=CCNC(=O)C1CC2c3ccccc3C1c1ccccc12 (centres undefined)	i	i	-4	.	-5	i	i	i	i	i	i
COc1cc(/C=N/NC(=O)[C@H](Cc2c[nH]c3ccccc23)NC(=O)OCC(C)C)cc([N+](=O)[O-])c1O	i	i	14	.	-16	i	i	i	i	i	i
O=C(COC(=O)CCc1ccc(S(=O)(=O)N2CCCCC2)cc1)Nc1ccc2c(c1)OCO2	i	i	5	-3	-11	i	i	i	i	i	i
CCOC(=O)c1ccc(-n2c(C)nc3c(cnn3-c3ccc(Cl)cc3)c2=O)cc1	i	i	1	-11	-7	i	i	i	i	i	i
CCC1(C)Cc2ccccc2-c2nc[nH]c(=O)c21 (centres undefined)	i	i	0	6	-7	i	i	i	i	i	i
O=CN1CCN(C(=O)CN2C(=O)c3ccccc3C2=O)CC1	i	i	-3	-2	-7	i	i	i	i	i	i
COc1ccc(C)cc1NC(=O)CC1COc2ccccc2O1 (centres undefined)	i	i	3	3	-12	i	i	i	i	i	i
O=C(COc1ccc(-c2ccccc2)cc1)N1CCN(C(=O)c2cccnc2)CC1	i	i	1	0	-9	i	i	i	i	i	i
Cc1cccc(N(CC(=O)NC2CC2)S(=O)(=O)c2ccc(Cl)cc2)c1	i	i	1	-5	-13	i	i	i	i	i	i
COc1ccc2cc(CN(CCO)C(=O)c3ccccc3F)c(=O)[nH]c2c1	i	i	-4	5	0	i	i	i	i	i	i
CCOC(=O)c1cccc(NC(=O)CCn2cccc2)c1	i	i	-9	11	-6	i	i	i	i	i	i
CCOC(=O)Cn1nnc(-c2ccc(S(C)(=O)=O)cc2)n1	i	i	-2	10	-5	i	i	i	i	i	i
O=c1oc(-c2ccco2)nc2ccccc12	i	i	5	14	-8	i	i	i	i	i	i
Cc1ccccc1N1CC(C(=O)Nc2ccc(S(=O)(=O)N3CCOCC3)cc2)CC1=O (centres undefined)	i	i	10	2	-6	i	i	i	i	i	i
Cc1oc(-c2cc(F)ccc2F)nc1CN1CCCN(C(=O)c2ccco2)CC1	i	i	3	-6	-1	i	i	i	i	i	i
Cc1cc(-c2nnc(SCC(=O)N3C(C)CCCC3C)o2)no1 (centres undefined)	i	i	0	-2	-1	i	i	i	i	i	i
NC(=O)N/N=C/c1cc(F)cc(F)c1	i	i	0	4	-9	i	i	i	i	i	i
COc1cc(NC(=O)c2cccs2)c(C(=O)OCC(=O)NC(=O)NCc2ccccc2)cc1OC	i	i	-11	0	-8	i	i	i	i	i	i
[O-][n+]1onc2c1CCc1c-2nc(-c2ccccc2)n1OCc1ccccc1	i	i	-3	3	-8	i	i	i	i	i	i
[O-][N+]1=C(c2cccs2)CN(O)C1	i	i	2	0	0	.	i	i	i	i	i
Cc1ccnn1CC(=O)N/N=C/c1ccc2c(c1)OCO2	i	i	-4	6	-4	i	i	i	i	i	i
CCOc1ncccc1C(=O)Nc1nnc(C)s1	i	i	-3	4	-18	i	i	i	i	i	i
O=C(CNC(=O)c1ccco1)NCC(=O)OCC(=O)c1ccc(Cl)c([N+](=O)[O-])c1	i	i	-1	-3	-6	i	i	i	i	i	i
COc1cccc(CC(NC(C)=O)C(=O)NC2CCN(S(=O)(=O)c3cccc4ccccc34)CC2)c1 (centres undefined)	i	i	2	5	-7	i	i	i	i	i	i

The results go on:
SMILES	KCNK9 inh	KCNQ1 act	HDAC3 inh	Dyrk1A ADPGlo	hERG rescue	ANO1 activ	KCNQ1 block	TMEM16A inh	KCNK3 inh	TRPC4 act	TRPC4 potent
Cc1c(CN2CCC(n3nccc3NC(=O)c3cccc(F)c3)CC2)cnn1C	i	i	2	-6	-6	i	i	i	i	i	i
CCOc1ccc(CCNC(=O)COC(=O)c2ccc(C)c([N+](=O)[O-])c2)cc1OCC	i	i	-5	-6	-13	i	i	i	i	i	i
Cc1ccc(S(=O)(=O)N2CCN(C(=O)CN3C(=O)NC4(CCCCC4)C3=O)CC2)c(C)c1	i	i	1	2	-10	i	i	i	i	i	i
CCc1cccc(CC)c1NC(=S)NCCc1c(C)[nH]c2ccc(C)cc12	i	i	?	2	-12	i	i	i	i	i	i
CCc1nnc(NC(=O)c2ccc(S(=O)(=O)N3CCCC(C)C3)cc2)o1 (centres undefined)	i	i	2	-5	-4	i	i	i	i	i	i
C=CCn1c(CC(=O)Nc2cccc(OC)c2)nnc1SCC(=O)NC1CCCCC1	i	i	-1	-19	-6	i	i	i	i	i	i
O=C(Nc1nncs1)C1(c2ccccc2)CCCC1	i	i	4	0	-5	i	i	i	i	i	i
CCOc1cc(NC(=O)c2cccs2)c(OCC)cc1NC(=O)CCC(=O)NCCN1CCOCC1	i	i	4	-4	-7	i	i	i	i	i	i

Source: PubChem
